Assay outcomes (PubChem BioAssay)
RSV CPE inhibition – RSV antiviral activity via CPE protection, HEp-2 cells, primary 10 µM value included (AID 2391) | CPE inhibition, % at 10 µM; hits with a dose series show IC50 in µM | HEp-2 cells, RSV-induced CPE inhibition; higher % means a stronger effect | 310,000 compounds, 0.13% hits; in the data active = a potency from the dose series; inconclusive = CPE inhibition mostly from about 23% at the one dose, without a potency; inactive = the rest, 99 in 100 with CPE inhibition below about 21%; also: strong numbers were not always called active
NS5 inhibitors – Dengue-2 NS5 methyltransferase inhibitors, primary screen, biochemical, confirmation dose response (AID 588689) | 340,000 compounds, 0.3% hits | Dengue-2 NS5 methyltransferase capping enzyme assay, biochemical; higher % means a stronger effect | one-dose inhibition, % at 25 µM; IC50 in µM for titrated hits; in the data active = a potency from the dose series; inconclusive = inhibition above about 29% without an active follow-up result
LYP phosphatase – inhibitors of LYP phosphatase, biochemical, fluorescence intensity, uHTS (AID 1779) | recombinant LYP phosphatase, fluorescence intensity; higher % means a stronger effect | inhibition, % at 11.5 µM, or IC50 in µM where a hit was titrated | 290,000 compounds, 0.054% hits; in the data active = inhibition above about 50%;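 also: plate controls were vehicle with enzyme for no effect and no enzyme for full effect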
HIV fusion peptide – cell-free HIV fusion peptide-binding blockers – biochemical, uHTS, fluorescence dequenching, primary screen (AID 1986); inhibition, % at 20 µM; hits with a dose series show IC50 in µM; cell-free peptide binding, fluorescence dequenching, 30 min; higher % means a stronger effect; 290,000 compounds, 0.3% hits; in the data active = inhibition mostly above about 52%, no sharp cut-off; inactive = mostly below about 76%; also: some results filed as inactive read as strong as hits
XIAP displacement – XIAP antagonists, biochemical, IAP family, fluorescence polarization (AID 1018). XIAP BIR domain, fluorescence polarization peptide displacement; higher % means a stronger effect. displacement, % at 20 µM; hits with a dose series show IC50 in µM. 200,000 compounds, 0.007% hits; in the data active = displacement above about 50%; also: a part of the inactive calls stands beside numbers as strong as those of hits
Large T inhibition – SV40 large T antigen inhibitors, biochemical (AID 1903). SV40 large T antigen ATPase/helicase inhibition assay; higher % means a stronger effect. inhibition, % at 20 µM, or IC50 in µM where a hit was titrated. 310,000 compounds, 0.39% hits; in the data active = a potency from the dose series; inconclusive = inhibition mostly from about 32% at the one dose, without a potency; inactive = the rest, 99 in 100 with inhibition below about 32%; also: strong numbers were not always called active
AID2073 – inhibitors of Mint1-CaV2.2 protein interaction, biochemical, HTRF (AID 2073) | HTRF protein-protein interaction, Mint1-CaV2.2; higher % means a stronger effect | 290,000 compounds, 0.19% hits | inhibition, % at 20 µM; hits with a dose series show IC50 in µM; in the data active = inhibition mostly above about 51%, no sharp cut-off; inconclusive = no clear call, values can overlap the other calls; inactive = mostly below about 53%; also: some results filed as inactive read as strong as hits
Siah-1 displacement – blockers of Siah-1 interaction with plectin peptide – biochemical, fluorescence polarization, rhodamine-plectin, uHTS, primary screen (AID 1817) | Siah-1 / rhodamine-plectin peptide fluorescence polarization; higher % means a stronger effect | displacement, % at 20 µM; hits with a dose series show IC50 in µM | 290,000 compounds, 0.02% hits;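 active = displacement of at least 50% at 20 µM, with a fluorescence ratio check between 0.3 and a set limit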;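 also: plate controls were Siah plus tracer with DMSO for no effect and tracer alone without Siah for full effect; strong numbers were not always called active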
Rac1 GTP hydrolysis – MgcRacGAP GTPase-activating activity inhibitors, confirmation, biochemical, ADP Hunter fluorescence | inhibition, % at 30 µM; hits with a dose series show IC50 in µM | MgcRacGAP-stimulated Rac1 GTP hydrolysis, ADP Hunter fluorescence; higher % means a stronger effect; GST-tagged Rac1 F28L mutant substrate | 340,000 compounds, 0.6% hits;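 active = first-screen hits whose inhibition reached a set limit at any dose in the follow-up dose series; inconclusive = inhibition above the set first-screen limit but never retested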;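 also: fluorescence reports GDP produced by GAP-driven GTP hydrolysis; strong numbers were not always called active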
The depositor's hits bear a star; ? = inconclusive; . = not tested or not shown.

#	RSV CPE inhibition	NS5 inhibitors	LYP phosphatase	HIV fusion peptide	XIAP displacement	Large T inhibition	AID2073	Siah-1 displacement	Rac1 GTP hydrolysis	Structure
1	2.0%	-7%	-3%	-1.0%	-5.5%	-2%	2%	-2%	4%	CCOC(=O)c1nnn(CC(=O)Nc2cc(Cl)ccc2C)c1C(=O)OCC
2	1.0%	-3%	-10%	2.0%	-4.2%	3%	0%	0%	7%	O=C(CN1CCN(Cc2ccccc2)C1=O)NCCCN1CCOCC1
3	0.8%	-1%	-9%	-0.4%	-0.8%	21%	-6%	-4%	2%	CCC(C)(C)NC(=O)C(c1cccnc1)N(C(=O)c1csnn1)c1ccc(C)cc1 (stereo not drawn)
4	0.4%	-2%	-5%	-2.3%	.	13%	6%	6%	11%	CCOc1ccc(C(=O)Nc2ncn[nH]2)cc1
5	1.4%	0%	-3%	0.2%	-6.3%	6%	29%	17%	-6%	NC(=O)NC(=O)CSc1nc2sc(-c3ccccc3)cc2c(=O)n1-c1ccccc1
6	2.0%	13%	5%	-0.4%	-13%	11%	2%	-3%	7%	Cc1nc(-c2cccc(S(=O)(=O)N3CCOCC3)c2)cs1
7	1.1%	.	-12%	-0.6%	.	5%	-8%	-3%	.	CNC(=O)NNC(=O)c1nc(-c2ccccc2)c(C)o1
8	0.7%	-1%	-1%	2.1%	13%	12%	0%	0%	9%	N/C(=N\OC(=O)CCCc1ccccc1)c1ccccn1
9	0.1%	5%	0%	1.1%	1.7%	13%	9%	4%	18%	C/C(O)=C\c1nc2ccccc2oc1=O
10	0.3%	.	-4%	-0.5%	.	9%	30%	3%	.	Cc1ccc2cc(NC(=O)Cc3ccccc3)ccc2n1
11	2.0%	-4%	-2%	1.4%	1.2%	1%	0%	7%	-11%	COc1ccc(N2C(=O)C3CCCN3C2c2ccccc2)cc1 (stereo not drawn)
12	-0.3%	12%	8%	20%	0.4%	3%	0%	-2%	4%	N#C/C(=C(/O)COc1ccccc1)c1nc2ccccc2s1
13	13%	9%	1%	2.7%	-3.6%	12%	0%	17%	12%	Cc1ccc(NC(=O)CSc2ccccc2NC(=O)c2ccccc2Cl)cc1Cl
14	0.1%	-6%	0%	-0.7%	-3.6%	6%	6%	31%	7%	CCOc1ccc2c(=O)c(Oc3ccccc3OCC)coc2c1
15	1.6%	.	3%	44%	-14%	18%	4%	-5%	.	CCC(=S)/C=C1\Sc2ccc3ccccc3c2N1CCCS(=O)(=O)O

3 compounds from above, sorted by SMILES length, rising.
#	RSV CPE inhibition	NS5 inhibitors	LYP phosphatase	HIV fusion peptide	XIAP displacement	Large T inhibition	AID2073	Siah-1 displacement	Rac1 GTP hydrolysis	Structure
10	0.3%	.	-4%	-0.5%	.	9%	30%	3%	.	Cc1ccc2cc(NC(=O)Cc3ccccc3)ccc2n1
15	1.6%	.	3%	44%	-14%	18%	4%	-5%	.	CCC(=S)/C=C1\Sc2ccc3ccccc3c2N1CCCS(=O)(=O)O
13	13%	9%	1%	2.7%	-3.6%	12%	0%	17%	12%	Cc1ccc(NC(=O)CSc2ccccc2NC(=O)c2ccccc2Cl)cc1Cl

Record cards, from the list above:
Profile of CNC(=O)NNC(=O)c1nc(-c2ccccc2)c(C)o1 = RSV CPE inhibition = 1.1%; NS5 inhibitors = .; LYP phosphatase = -12%; HIV fusion peptide = -0.6%; XIAP displacement = .; Large T inhibition = 5%; AID2073 = -8%; Siah-1 displacement = -3%; Rac1 GTP hydrolysis = .
Profile of N/C(=N\OC(=O)CCCc1ccccc1)c1ccccn1 = RSV CPE inhibition = 0.7%; NS5 inhibitors = -1%; LYP phosphatase = -1%; HIV fusion peptide = 2.1%; XIAP displacement = 13%; Large T inhibition = 12%; AID2073 = 0%; Siah-1 displacement = 0%; Rac1 GTP hydrolysis = 9%

Following part
#	RSV CPE inhibition	NS5 inhibitors	LYP phosphatase	HIV fusion peptide	XIAP displacement	Large T inhibition	AID2073	Siah-1 displacement	Rac1 GTP hydrolysis	Structure
16	5.0%	-8%	-15%	-1.1%	-4.6%	7%	14%	-7%	13%	Cc1nc2c(-c3ccc(Cl)cc3)cnn2c2c1CCC2
17	10%	-2%	-1%	0.8%	-0.4%	3%	32%	1%	13%	O=C(NC1CCCc2ccccc21)c1n[nH]c(=O)c2ccccc12 (stereo not drawn)
18	2.0%	0%	-1%	0.8%	-0.8%	8%	1%	18%	7%	O=C(NCc1ccc(F)cc1)C(=O)NCC(c1ccco1)N1CCOCC1 (stereo not drawn)
19	0.5%	-1%	-4%	-2.5%	-3.0%	9%	19%	-8%	1%	Cc1cc(NC(=O)CC(C)(C)C)nc2c1c(=O)oc1ccccc12
20	-0.1%	-4%	.	.	.	11%	.	.	3%	CN(C)c1ccc(S(=O)(=O)N2CCCCC2)cc1NC(=O)CN1C(=O)NC2(CCCC2)C1=O
21	0.9%	.	-6%	-4.2%	.	10%	-24%	-2%	.	O=C(CNc1ccc2ccccc2c1)N/N=C/c1ccccn1
22	1.3%	-7%	-4%	-3.3%	-8.4%	17%	-6%	-1%	1%	CCn1c(NC)cc(=O)n(C)c1=O
23	13%	-3%	2%	2.4%	.	?	-20%	0%	17%	CC1CCc2c(sc3[nH]c(=S)n(C)c(=O)c23)C1 (stereo not drawn)
24	0.6%	12%	-9%	0.6%	.	13%	0%	13%	-7%	Cc1ccc(CNC(=O)CS(=O)Cc2nc(-c3ccccc3Cl)oc2C)cc1 (stereo not drawn)
25	1.1%	-5%	-3%	3.1%	.	15%	-2%	1%	5%	O=C(Cc1ccc(Cl)cc1)NC1CCS(=O)(=O)C1 (stereo not drawn)
26	0.8%	-10%	-7%	0.5%	.	6%	-4%	4%	-1%	Cc1ccccc1NC(=O)CCCCC(=O)Nc1ccccc1C
27	.	-6%	-5%	0.7%	.	8%	2%	2%	1%	O=P(c1ccccc1)(c1ccccc1)c1nc(-c2ccccc2)oc1N1CCOCC1
28	.	.	-14%	3.0%	.	24%	25µM*	11%	.	CCOC(=O)c1nnn2c1nc(Nc1cccc(C(F)(F)F)c1)c1ccccc12
29	9.5%	1%	-6%	-0.4%	-5.1%	3%	3%	2%	14%	CC(c1nnc(SCC(=O)N2CCc3ccccc32)n1-c1ccc(Cl)cc1)N(C)C (stereo not drawn)
30	0.2%	8%	-6%	5.4%	.	15%	7%	1%	9%	O=C(O)c1ccc2c(c1)C(=O)N(c1ccc(Nc3ccccc3)cc1)C2=O

Five compounds out of the list above, arranged by the number in XIAP displacement, smallest number first:
#	RSV CPE inhibition	NS5 inhibitors	LYP phosphatase	HIV fusion peptide	XIAP displacement	Large T inhibition	AID2073	Siah-1 displacement	Rac1 GTP hydrolysis	Structure
29	9.5%	1%	-6%	-0.4%	-5.1%	3%	3%	2%	14%	CC(c1nnc(SCC(=O)N2CCc3ccccc32)n1-c1ccc(Cl)cc1)N(C)C (stereo not drawn)
16	5.0%	-8%	-15%	-1.1%	-4.6%	7%	14%	-7%	13%	Cc1nc2c(-c3ccc(Cl)cc3)cnn2c2c1CCC2
19	0.5%	-1%	-4%	-2.5%	-3.0%	9%	19%	-8%	1%	Cc1cc(NC(=O)CC(C)(C)C)nc2c1c(=O)oc1ccccc12
18	2.0%	0%	-1%	0.8%	-0.8%	8%	1%	18%	7%	O=C(NCc1ccc(F)cc1)C(=O)NCC(c1ccco1)N1CCOCC1 (stereo not drawn)
17	10%	-2%	-1%	0.8%	-0.4%	3%	32%	1%	13%	O=C(NC1CCCc2ccccc21)c1n[nH]c(=O)c2ccccc12 (stereo not drawn)

The list continues:
#	RSV CPE inhibition	NS5 inhibitors	LYP phosphatase	HIV fusion peptide	XIAP displacement	Large T inhibition	AID2073	Siah-1 displacement	Rac1 GTP hydrolysis	Structure
31	-1.1%	1%	-12%	-1.6%	-1.3%	-6%	1%	4%	13%	CCCCOc1c(Cl)cc(CNC(C)(C)CO)cc1OCC
32	-1.2%	-7%	0%	0.8%	-4.4%	-1%	-3%	-4%	-6%	CCC1(C)C(Nc2c(C)cccc2C)=NC(=S)N1c1ccc(NC(C)=O)cc1 (stereo not drawn)
33	-0.6%	-7%	.	.	.	8%	.	.	6%	CCC(C)c1nc2ccsc2c(N2CCOC2=O)c1-c1ccccc1 (stereo not drawn)
34	17%	-4%	2%	0.3%	.	4%	-9%	8%	6%	Cc1ccc(NC(=O)CCS(=O)(=O)c2ccc(Br)s2)cc1
35	-0.2%	-2%	0%	-3.2%	-6.6%	24%	22%	0%	11%	COc1ccc(OC)c(N(CC(N)=O)S(=O)(=O)c2ccc(OC)c(OC)c2)c1
36	2.0%	-6%	-3%	-0.2%	-2.5%	5%	3%	0%	3%	Cc1cc(N)n(-c2cc(C)c3ccccc3n2)n1
37	1.4%	-8%	3%	0.2%	0.1%	25%	14%	4%	1%	CCOC(=O)CSc1ncc(OC)c(Sc2ccc(Cl)cc2)n1
38	0.8%	7%	-6%	1.3%	.	8%	1%	0%	9%	Cc1ccccc1N(C(=O)c1ccco1)C(C(=O)NC1CCCC1)c1cccnc1 (stereo not drawn)
39	-1.3%	3%	-6%	0.9%	-3.4%	3%	18%	2%	5%	Cc1ccccc1-n1c(N)cc(=O)[nH]c1=S
40	40%	.	-8%	1.3%	.	14%	17%	7%	.	COc1cccc2[nH]c3c(N4CCc5ccccc5C4)ncnc3c12
41	1.7%	-5%	-7%	-0.6%	-2.8%	18%	1%	4%	3%	CCCCCNC(=O)C1CC=CCC1C(=O)O (stereo not drawn)
42	1.4%	-10%	0%	-1.4%	-4.3%	4%	-2%	38%	7%	O=C(OCC(=O)N1CCCCCC1)c1ccc([N+](=O)[O-])cc1Cl
43	0.7%	-4%	0%	2.9%	3.3%	4%	2%	6%	-1%	CCSc1oc(-c2ccco2)nc1S(=O)(=O)c1ccccc1
44	-1.9%	-3%	-7%	-1.3%	0.5%	-4%	20%	-10%	-1%	CN1CCN(Cc2cn[nH]c2-c2ccc(F)cc2F)[C@@H](c2ccccc2)C1
45	2.1%	-1%	-3%	1.3%	-7.9%	-1%	2%	-5%	1%	CC(=O)C1=C(O)C(=O)N(Cc2cccnc2)C1c1ccccc1 (stereo not drawn)
46	1.2%	11%	-4%	-0.9%	.	0%	8%	7%	-11%	Cc1cccc(Oc2nccc(C(F)(F)F)c2C(=O)Nc2ccc(F)cc2F)c1
47	0.1%	-3%	3%	0.6%	-7.3%	4%	-5%	-3%	2%	Cc1ccc(C)c(NC(=O)C(=O)NCCCN2CCOCC2)c1
48	2.0%	1%	-13%	1.3%	.	3%	24%	3%	10%	COc1cc(C(=O)NCCNC(=O)c2cc(OC)c(C)c(OC)c2)cc(OC)c1C

Hits appear at their usual frequency. About 1.7% of those tested had a hit in this group.
